Source: PubChem (several laboratories)
Abs 340nm = compound absorbs light at 340 nm | 65,000 tested, under 10 active | compound absorbance at 340 nm, fold over control | fold change at 10 µM;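 active = at 10 µM dose, initial 340 nm absorbance at least 2 fold that of control wells; inactive = change under 2 fold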;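 also: initial absorbance extrapolated from kinetic A340 decline of NADH oxidation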
MKP-1 inh = inhibitors of human MKP-1 phosphatase. P28562. recombinant MKP-1, OMFP hydrolysis fluorescence. inhibition, %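 (compounds tested at a single concentration somewhere between 10 and 100 µM)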. 65,000 compounds, 0.15% hits. AID 374;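 active = inhibition above about 50%, limit read from the data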;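 also: 0% = DMSO max control wells and 100% = wells with enzyme stopped by NaOH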
MMP-13 inhibitor = inhibitors of human MMP13 | 65,000 compounds, 0.07% hits | MMP-13 fTHP FRET cleavage, Mca fluorescence | inhibition, % at 4 µM;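 active = inhibition above the mean of compound-free control plate wells plus 3 SD, cut at about 14% in these data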;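 also: 0% = DMSO wells and 100% = wells with reference MMP-13 inhibitor after basal subtraction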
JNK3 inh = inhibitors of human JNK3 kinase; P53779; 60,000 compounds, 0.61% hits; inhibition, % at 8 µM; AID 746; purified JNK3 kinase activity, HTS; in the data active = inhibition above about 17%;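 also: 0% = DMSO and 100% = reference inhibitor; many of its hits are not listed in these tables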
Target sequence (P53779 whole entry, looked up): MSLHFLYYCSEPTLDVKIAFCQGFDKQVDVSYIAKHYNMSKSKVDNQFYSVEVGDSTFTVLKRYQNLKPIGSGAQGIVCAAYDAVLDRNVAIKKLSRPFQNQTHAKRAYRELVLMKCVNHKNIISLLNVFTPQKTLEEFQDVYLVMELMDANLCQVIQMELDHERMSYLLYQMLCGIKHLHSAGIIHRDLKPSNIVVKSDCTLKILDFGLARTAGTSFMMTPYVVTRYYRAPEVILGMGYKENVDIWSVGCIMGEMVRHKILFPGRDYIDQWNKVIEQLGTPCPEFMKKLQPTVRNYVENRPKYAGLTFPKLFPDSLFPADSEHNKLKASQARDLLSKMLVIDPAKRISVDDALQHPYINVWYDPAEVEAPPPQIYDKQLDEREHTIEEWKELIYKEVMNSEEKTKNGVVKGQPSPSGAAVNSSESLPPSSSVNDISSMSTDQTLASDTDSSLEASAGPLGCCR
FXIa mix inh = inhibitors of human coagulation factor XIa, pooled mixtures; inhibition, % at 5 µM; 62,000 compounds, 0.19% hits; AID 680; purified FXIa, fluorogenic substrate;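 also: each value is inhibition by a whole ten-compound pool holding the compound; 0% = enzyme with no mixture and 100% = wells lacking enzyme; strong numbers were not always called active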
Hsp90 block = displaces geldanamycin probe from tumor Hsp90. AID 429. P07900. 64,000 compounds, 0.35% hits. inhibition, % at 30 µM. NCI-N417 lysate Hsp90, Cy3B-geldanamycin FP displacement;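 active = inhibition above 50%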;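 also: 0% = tracer plus lysate wells and 100% = tracer alone without lysate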
FXIIa inh mix = inhibitors of human coagulation factor XIIa, pooled mixtures; 62,000 compounds, 0.2% hits; inhibition, % at 5 µM; P00748; AID 684; purified FXIIa, fluorogenic substrate;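 also: 0% = enzyme without compound and 100% = no enzyme blank; some results filed as inactive read as strong as hits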
AP ELISA ortho = alternative pathway complement inhibition, orthogonal assay. Human serum alternative complement pathway, LPS-coated ELISA, C3 deposition; tested in compound mixtures. inhibition, % at 5 µM. 62,000 compounds, 0.08% hits. AID 1235;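 active = inhibition above 30% in each of the two pooled mixtures holding the compound, so the lower value exceeds 30%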;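 also: 0% = serum in Mg-EGTA without compound and 100% = EDTA serum blank; some compounds past the cut are filed as inactive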
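Test system: human serum alternative complement pathway, C3 deposition on LPS-coated wells; also added: Plate-bound LPS; doses: 5 µM per compound in ten-compound mixtures; schedule: 1 h at 37 °C; detection: Anti-C3 ELISA, OD 450 nm; evaluation: percent inhibition of C3 deposition onto LPS; repeats: two pool placements per compound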
Cdc25B inh = human M-phase inducer phosphatase 2 inhibition; 65,000 compounds, 0.1% hits; inhibition, %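 (compounds tested at 10 µM final in the well)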; recombinant Cdc25B, OMFP fluorescence Ex485/Em525; P30305; in the data active = inhibition above about 50%
Target sequence (P30305 whole entry, looked up): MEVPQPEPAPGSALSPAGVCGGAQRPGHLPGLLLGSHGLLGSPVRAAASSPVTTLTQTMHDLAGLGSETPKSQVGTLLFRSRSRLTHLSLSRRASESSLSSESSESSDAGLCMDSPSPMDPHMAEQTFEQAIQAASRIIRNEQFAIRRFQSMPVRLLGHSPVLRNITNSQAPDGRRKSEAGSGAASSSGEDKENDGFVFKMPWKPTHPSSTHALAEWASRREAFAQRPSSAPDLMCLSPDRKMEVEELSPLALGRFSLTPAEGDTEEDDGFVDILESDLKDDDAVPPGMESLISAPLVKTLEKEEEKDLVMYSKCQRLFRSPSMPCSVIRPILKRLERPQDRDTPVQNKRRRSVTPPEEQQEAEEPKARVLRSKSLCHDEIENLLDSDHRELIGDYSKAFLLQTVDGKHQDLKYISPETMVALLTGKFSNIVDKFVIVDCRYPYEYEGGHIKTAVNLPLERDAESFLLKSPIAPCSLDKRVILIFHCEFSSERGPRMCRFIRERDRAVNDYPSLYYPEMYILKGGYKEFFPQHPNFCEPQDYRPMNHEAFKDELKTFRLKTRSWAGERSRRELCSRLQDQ
Numbers without * were called inactive; i = inactive; nt = not tested or not shown; & = joins results of further samples; [ ] = dose if it differs, or a comment. Rule as the data show it, unless noted: active = inhibition above about 20% (passing the limit was not always enough); inactive = the rest.

SMILES	Abs 340nm	MKP-1 inh	MMP-13 inhibitor	JNK3 inh	FXIa mix inh	Hsp90 block	FXIIa inh mix	AP ELISA ortho	Cdc25B inh
O=C(NCc1nc2ncc(Br)cc2[nH]1)c1ccccc1	1	16	-1	40*	2	-11	3	-20	-14
Cn1c(=O)cc(OCCCC(=O)NCc2ccccn2)c2ccccc21	1	-12	-4	4	6	0	14	19	-12
Cc1nc2sc(C(c3ccc(Cl)cc3)N3CCN(c4ccccc4F)CC3)c(O)n2n1 (stereo not given)	0.99	17	3	4	2	2	0	-5	11
Nc1nonc1-c1noc(-c2ccccc2)n1	1	-8	2	-4	nt	-3	nt	nt	-22
CC(c1ccccc1)n1cc(C(=O)NCc2ccncc2)nn1 (stereo not given)	1	4	4	nt	8	-3	4	22	2
CC(C)(C)N1CC(COc2ccccc2)OC1=O (stereo not given)	1	-2	0	0	1	-4	4	-16	-11
O=C(CCn1c(=O)oc2ccccc21)NCCCN1CCCC1=O	1	7	5	-1	0	-2	8	19	-4
CCOc1ccc(C2C(C#N)=C(N)Oc3nc[nH]c(=O)c32)cc1OC (stereo not given)	1.1	-2	7	-5	7	-1	-8	11	-14
O=C(CN1C(=O)c2ccccc2S1(=O)=O)Nc1cccnc1	1	-7	1	-4	nt	-5	nt	nt	3
CN(C)C(=O)Cn1c(=O)n(C)c2ccccc21	1	-21	-3	-4	9	-2	7	5	1
COC(=O)C1(CCSC)NC(c2ccco2)C2C(=O)N(C)C(=O)C21 (stereo not given)	1	8	4	-2	0	1	5	29	-15
COC(=O)c1cc(=O)nc2sc3ccccc3n12	1	2	0	4	0	-5	-20	5	-17
C1CCc2c(nc3nnnn3c2N2CCOCC2)C1	1	5	-2	nt	1	nt	2	-16	-7
O=C(COc1ccc2ccccc2c1)N1CCN(c2ccccc2O)CC1	1.1	15	9	nt	5	0	4	15	-9
COC(=O)C(C(=O)OC)C(C(C)C)C(C(=O)OC)C(=O)OC	1	4	nt	nt	1	nt	3	7	-1
Cc1ccc(S(=O)(=O)N2CCCC(C(=O)N(Cc3cccs3)C3CC3)C2)cc1 (stereo not given)	1.1	3	3	nt	2	nt	4	13	-19
c1ccc(Cn2nnnc2C(c2cccs2)N2CCOCC2)cc1 (stereo not given)	1	-8	1	-4	-4	-2	17	-8	-5
O=C(O)c1cc(=O)cc(C(=O)O)[nH]1	1	-3	-1	0	10	2&11	-22	7	2
Cn1c(=O)c2c(nc(SCc3cccnc3)n2Cc2ccc(F)cc2)n(C)c1=O	0.95	-18	-2	5	4	0	2	-14	-23
COC(=O)CSC1=C(C#N)C(c2ccc(Cl)cc2)C(C(=O)OC)C(=O)N1 (stereo not given)	1	-10	-2	-4	4	1	-30	6	4
Brc1cccc(-c2n[nH]c(-c3ccccc3)n2)c1	1	31	2	-5	7	1	1	22	-2
CCOC(=O)N1CCN(C(=O)CSc2nnc(Cc3ccccc3)o2)CC1	0.98	-9	3	-7	-1	-1	14	13	0
Cc1cccc(C)c1NC(=O)CSc1nnc([C@H](C)NC(=O)OC(C)(C)C)o1	1	-5	2	3	8	2	-20	17	7
Cn1c(N)c(S(=O)(=O)c2ccc(Br)cc2)c2nc3ccccc3nc21	1.1	1	-145[fluorescence artefact?]	10	2	-4	-8	18	11
COc1ccc2c(c1)CCc1c(C(=O)N3CCCc4ccccc43)noc1-2	0.99	-6	0	-4	2	-2	2	0	-15
CCOc1cc(NC2CS(=O)(=O)CC2O)c(OCC)cc1NC(=O)c1ccccc1 (stereo not given)	1.1	11	4	-20	6	-4	10	7	-5
Brc1cccc(-c2nnc3sc(CNCc4ccco4)cn23)c1	1	3	4	10	9	-3	17	15	-14
Cc1nc(NCC2CCCO2)c2nnn(Cc3ccccc3Cl)c2n1 (stereo not given)	1	17	-6	1	5	2	7	6	0
Cc1cc(NC(=O)CSc2nc(C(C)C)nc3sc(C)c(C)c23)no1	1	20	5	-4	5	-4	-3	4	-2
Cc1ccc(S(=O)(=O)C2(C(=O)Nc3cccnc3)CC2)cc1	0.99	-9	2	-2	7	-2	4	9	-7
CCCOc1ccc(N2C(=O)CC(N3CCN(c4ccccc4F)CC3)C2=O)cc1 (stereo not given)	1	10	4	8	-18	0	12	23	-3
Cn1c(=O)c2c(nc(Br)n2CC(=O)C23CC4CC(CC(C4)C2)C3)n(C)c1=O	1	1	2	-3	-3	-7	10	2	9
COc1ccc(OC)c(-n2cnnn2)c1	0.95	14	0	-4	4	-5	6	6	-11
COc1cccc(-c2nnc(SCC(=O)Nc3ccc4c(c3)OCCO4)n2Cc2ccco2)c1	1	-7	3	3	3	-3	2	14	-16
COC(=O)C1C(=O)c2c([nH]c(C(=O)OC3CCCC3)c2C)CC1C (stereo not given)	1	4	6	nt	5	-5	-19	-2	0
O=C(c1ccc(C(=O)N2CCCc3ccccc32)nc1)N1CCCc2ccccc21	1.1	11	2	-3	4	0	1	-1	-2
O=C(Cn1cnc2c(cnn2-c2ccccc2)c1=O)c1ccc(Cl)cc1	1	7	6	-2	-1	-2	13	-2	-4
Cc1ccc2c(CSc3nncs3)cc(=O)oc2c1	1	14	2	-9	9	-6	9	-2	-6
CCOc1ccc(CCNC(=O)Cn2c(-c3nonc3N)nc3ccccc32)cc1OCC	1.1	21	2	-3	-8	-5	-9	6	8
COC(=O)C1C(=O)C=C(N2CCOCC2)CC1(C)C (stereo not given)	1	5	4	3	5	-5	-4	-4	-10
O=C(NC(O)C(=O)c1cccs1)c1cccnc1 (stereo not given)	0.99	14	10	2	1	-5	7	0	-9
COc1ccc(C(CC(=O)Nc2nccs2)n2cccc2)cc1 (stereo not given)	1	4	1	-3	7	-4	39	15	-10
O=C(C1CCCN(Cc2ccc3c(c2)OCO3)C1)N1CCCC1 (stereo not given)	1	-3	-1	-1	1	-4	8	-6	-16
CC(=O)c1cccc(S(=O)(=O)N2CCN(c3nc4cc(C)cc(C)c4cc3C#N)CC2)c1	1.1	-1	-33	3	4	-1	4	15	-5
CCCc1noc2c1C(c1ccoc1)C(C#N)=C(N)N2 (stereo not given)	0.99	6	-10	1	15	-5	5	12	4
Nc1ccnc(C(F)(F)F)c1C(=O)c1ccccc1	1	-5	-1	-1	2	-3	9	2	0
Cc1cc(NC2C3CC4CC(C3)CC2C4)n2nnnc2n1 (stereo not given)	1	-7	-2	4	1	-5	9	16	-4
O=C(CN(Cc1ccccc1)C(=O)c1ccco1)NCc1ccc(F)cc1	0.99	-12	-1	-2	3	0	6	17	1

Not a retest: an excerpt of the list.
SMILES	Abs 340nm	MKP-1 inh	MMP-13 inhibitor	JNK3 inh	FXIa mix inh	Hsp90 block	FXIIa inh mix	AP ELISA ortho	Cdc25B inh
O=C(Cn1cnc2c(cnn2-c2ccccc2)c1=O)c1ccc(Cl)cc1	1	7	6	-2	-1	-2	13	-2	-4
Cc1ccc2c(CSc3nncs3)cc(=O)oc2c1	1	14	2	-9	9	-6	9	-2	-6

Continued:
SMILES	Abs 340nm	MKP-1 inh	MMP-13 inhibitor	JNK3 inh	FXIa mix inh	Hsp90 block	FXIIa inh mix	AP ELISA ortho	Cdc25B inh
COC(=O)c1sc(N)c(C(=O)OC)c1CSc1nnc(-c2ccccc2Cl)n1C	1.1	13	-17	2	1	-1	-16	8	-1
CCOc1ccc2c(C)nc(NC3=NC(C)(C)C=C(C)N3)nc2c1	1	-16	-40	-1	nt	-2	nt	nt	-18
CN1CCN(CC(=O)Nc2ccc(Cl)cc2Cl)CC1	1	20	5	6	-17	-1	3	24	-6
COc1ccccc1C(=O)N1CCc2ccccc21	0.98	6	6	1	2	1	8	3	-16
CC1CN(S(=O)(=O)c2ccc(NC(=O)CCCN3C(=O)c4ccccc4C3=O)cc2)CC(C)O1 (stereo not given)	1.1	13	-6	2	-2	-1	8	0	-5
COCC(=O)Nc1ccc(N(C)C)cc1	1.1	-16	2	-9	4	-4	2	7	-2
Cc1occc1-c1nnc(SCC(=O)N2c3ccccc3CCc3ccccc32)n1C	0.98	11	4	-2	12	3	-4	-2	-6
CC(NS(C)(=O)=O)C(c1cccs1)N1CCN(c2ccc(F)cc2)CC1 (stereo not given)	1.1	30	1	nt	2	-3	5	-11	-7
COc1ccc2c(c1)c(=O)c(Br)c(C)n2Cc1ccccc1	1	10	1	8	2	-2	-19	1	-22
Oc1c(C(c2cccs2)N2CCN(c3ccccc3)CC2)sc2ncnn12 (stereo not given)	1.1	3	7	0	-1	-2	3	12	-7
CC1=C(C(=O)Nc2cccnc2)C(c2cccnc2)n2nc(-c3cccs3)nc2N1 (stereo not given)	1.1	14	-6	-2	7	-1	9	10	-1
Cc1ccc(C2CC(c3ccccc3C)n3nc(N)nc3N2)cc1 (stereo not given)	1.1	36	-1	-8	8	-1	2	21	-10
CC(C)(C)c1ccc(OCCN2CCCC2)cc1	1.1	-6	0	3	4	-1	5	18	-8
CCCS(=O)(=O)N1CCC(C(=O)NCCN(CC)c2ccccc2)CC1	1	5	8	-7	10	-2	7	16	9
CCCN(CCC)CCCNC(=O)c1cc2cc3ccc(OC)cc3nc2o1	1.1	-2	i[fluorescence artefact?]	-2	-25	-2	3	13	0
CN(C)CCCNc1oc(-c2cccc(Cl)c2)nc1C#N	1	-16	-240[fluorescence artefact?]	-4	-1	-5	8	-20	-8
COc1ccc(-c2nc(N3CCOCC3)nc3nn4c(C)c(CCC(=O)O)c(C)nc4c23)cc1	1.1	30	-21	0	-7	-4	4	-3	-14
O=C(CCC1COc2ccccc2O1)Nc1ncccc1O (stereo not given)	1.1	12	3	-1	11	-14	-3	2	-12
COc1ccc(O)c(C(=O)c2cc(C#N)c(=O)n(CCN3CCOCC3)c2)c1	1.1	2	-5	-6	4	0	1	11	1
CC1(C)CC(=O)C=C(Nc2ccc(Br)cn2)C1	1.1	24	2	-5	12	-2	2	-3	-8
O=C(Cn1nc(Cc2cccnc2)c2ccccc2c1=O)NCc1ccc2c(c1)OCO2	1.1	3	-6	-4	4	-1	-8	22	-7
COc1ccc(C2(CNC(C)=O)CCCC2)cc1OC	1	11	0	0	9	0	10	4	-4
NC(=O)c1ccccc1OCCOCCOCCOc1ccccc1C(N)=O	0.99	-16	0	3	nt	-5	nt	nt	24
CC(C)c1nc2sc3c(c2c(=O)o1)CCCC3	1.1	-11	-9	7	nt	0	nt	nt	14
CCC(C)COC(=O)c1ccc(C(=O)O)cc1 (stereo not given)	1	9	-6	4	1	0	11	9	-10
CCOC(=O)C1=C(CSc2nc(C)cc(C)c2C#N)OC(N)=C(C#N)C1c1cccs1 (stereo not given)	1	-4	-6	-3	0	-12	-14	-11	1
O=C(NCC1(N2CCOCC2)CCCCC1)c1ccc(Cl)c(S(=O)(=O)NCc2ccco2)c1	0.99	2	2	10	5	-8	8	-3	-7
CCOc1ccc(/C(O)=C2/C(=O)C(=O)N(c3nc(C)c(C)s3)C2c2ccco2)cc1 (stereo not given)	1.1	-20	0	-2	nt	-5	nt	nt	-5
COc1cccc(OCCOc2c(OC)cccc2OC)c1	1	3	1	-1	-2	0	2	13	3
Cc1ccc(C)c(-n2c(CNC(=O)c3ccco3)nnc2SCC(=O)Nc2nccs2)c1	1	6	0	1	7	-10	4	13	-2
Nc1nc(CN2CCN(c3cccc(Cl)c3)CC2)nc(N2CCCc3ccccc32)n1	1	17	1	1	8	-4	3	3	-5
O=C(c1cc(-c2ccccc2)on1)N1CCN(Cc2ccc3c(c2)OCO3)CC1	1.1	-9	-3	8	3	-8	8	-8	-4
c1cncc(-c2nc(-c3ccc4c(c3)OCO4)cs2)c1	1.1	-21	-3	nt	5	0	-20	1	-14
Cc1ccccc1Oc1ccc(Oc2ccccc2C)nn1	0.99	16	-2	0	2	-2	3	26	7
